Compound activity (PubChem BioAssay)
HTR5A inv ctr: HTR5A inverse agonism, opioid heterodimer counter-screen | HTR5A cell line, luminescence | inhibition, % at 9.3 µM | actives 0.083% (n = 340,000) | P47898; in the data active = inhibition mostly above about 23%, no sharp cut-off; inactive = mostly below about 18%;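 note: 0% = cells with DMSO and 100% = no-cell wells with DMSO; some compounds called inactive have numbers as strong as hits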
Target sequence (P47898 whole entry, looked up): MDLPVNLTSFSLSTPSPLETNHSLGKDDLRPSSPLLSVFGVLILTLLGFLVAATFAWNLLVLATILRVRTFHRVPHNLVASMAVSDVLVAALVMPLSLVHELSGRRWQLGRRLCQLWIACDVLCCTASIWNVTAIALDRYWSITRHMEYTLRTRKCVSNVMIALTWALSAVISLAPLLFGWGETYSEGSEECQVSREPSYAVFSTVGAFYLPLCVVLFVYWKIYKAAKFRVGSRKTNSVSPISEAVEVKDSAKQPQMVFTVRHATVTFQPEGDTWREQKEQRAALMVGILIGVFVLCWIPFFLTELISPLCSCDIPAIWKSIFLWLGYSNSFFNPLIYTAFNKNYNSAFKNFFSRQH
HTR5A ag: activates human HTR5A in OPRM1-OPRD1 agonist counter-screen; HTR5A agonist assay, luminescence, cell-based; activation, % at 9.3 µM; actives 0.61% (n = 340,000); AID 504692; in the data active = activation mostly above about 9.5%, no sharp cut-off; inactive = mostly below about 7.6%;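 note: 0% = cells with vehicle only and 100% = reference agonist; strong numbers were not always called active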
SR-BI HDL uptake: mouse SR-BI HDL lipid transfer inhibition; ldlA[mSR-BI] CHO cells, DiI-HDL uptake fluorescence, 3 h; inhibition, % at 12.5 µM; actives 0.96% (n = 320,000);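 active = mean replicate inhibition of at least 70% and a set share of replicates each scoring 70 or more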;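 note: 0% = median of neutral control wells and 100% = median of positive control wells; values of inactives mirror those of a sister screen read the other way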
Target sequence (Q61009 whole entry, looked up): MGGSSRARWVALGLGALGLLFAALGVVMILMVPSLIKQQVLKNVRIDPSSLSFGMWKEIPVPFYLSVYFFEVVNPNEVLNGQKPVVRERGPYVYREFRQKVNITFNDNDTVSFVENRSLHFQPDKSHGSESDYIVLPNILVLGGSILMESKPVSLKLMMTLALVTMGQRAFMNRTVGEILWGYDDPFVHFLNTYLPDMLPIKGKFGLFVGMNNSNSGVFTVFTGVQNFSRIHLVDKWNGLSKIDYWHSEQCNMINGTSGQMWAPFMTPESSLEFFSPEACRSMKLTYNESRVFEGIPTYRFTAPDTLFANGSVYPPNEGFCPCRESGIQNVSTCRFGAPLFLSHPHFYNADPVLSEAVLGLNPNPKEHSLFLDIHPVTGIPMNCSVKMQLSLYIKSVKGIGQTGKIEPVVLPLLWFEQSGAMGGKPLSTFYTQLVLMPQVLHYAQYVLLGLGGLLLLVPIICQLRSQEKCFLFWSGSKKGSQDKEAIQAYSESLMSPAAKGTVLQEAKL
NSD2 inh: inhibitors of human histone methyltransferase NSD2. O96028. NSD2 peptide methylation, AlphaScreen, 120 min. inhibition, % at 12.5 µM. actives 0.54% (n = 310,000); in the data active = inhibition above about 50%
PvdQ acylase: P. aeruginosa PvdQ acylase inhibition. AID 488965. actives 0.063% (n = 340,000). purified PvdQ acylase, fluorescence plate reader. inhibition, % at 10 µM; in the data active = inhibition above about 30%, passing the limit was not always enough;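 note: 0% = vehicle neutral wells and 100% = reference inhibitor wells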
Starred values were filed as active, the others as inactive; x = not tested or not shown. This is a subset, so the mix of outcomes need not match the whole.

1. COc1ccc(N2C(=O)CC(S/C(N)=N/N=C/c3ccnc4ccccc34)C2=O)cc1 (centres undefined)
2. CCC(=O)N1CCC(C)(C(=O)Nc2ccc3c(c2)OCO3)C1 (centres undefined)
3. O=C(N[C@@H](Cc1ccccc1)C(=O)NCP(=O)(O)OC(Cc1ccccc1)C(=O)O)OCc1ccccc1 (some centres undefined)
4. CCCC1CCC2(CC1)CCC2OC(=S)Nc1cccc(Cl)c1 (centres undefined)
5. COc1cccc(CN2CCNC(=O)C2CC(=O)N(C)CCc2ccccn2)c1OC (centres undefined)
6. COc1ccc(-n2c(SCC(=O)NNC(=S)Nc3ccc(C)cc3)nnc2-c2ccccc2)cc1
screen / no.	1	2	3	4	5	6
SR-BI HDL uptake	x	x	x	x	x	x
PvdQ acylase	x	x	x	x	x	x
NSD2 inh	2	-3	-2	0	0	9
HTR5A ag	x	x	x	x	x	x
HTR5A inv ctr	x	x	x	x	x	x

7. COc1ccc(C2C(C(=O)N3CCN(C=O)CC3)CC(=O)N2c2ccc(OC)cc2)cc1 (centres undefined)
8. Cc1ccc(C)c(NC(=O)CSc2nc(C)cc(=O)[nH]2)c1
9. Cn1c(=O)c2[nH]c(SCC(=O)N3CCN(c4cccc(C(F)(F)F)c4)CC3)nc2n(C)c1=O
10. O=C(CN1C(=O)C2(OCCCO2)c2ccccc21)NCc1ccccc1Cl
11. O=c1[nH]c2cc(Br)c(Br)nc2[nH]1
12. C=CCn1cnc2c(c1=O)c1nc3ccccc3nc1n2-c1ccc(C)cc1
screen / no.	7	8	9	10	11	12
SR-BI HDL uptake	x	x	x	x	x	x
PvdQ acylase	x	x	x	x	x	x
NSD2 inh	-2	-1	0	-2	-6	7
HTR5A ag	x	x	x	x	x	x
HTR5A inv ctr	x	x	x	x	x	x

13. O=C1CSC(c2cn(-c3ccccc3)nc2-c2cccs2)N1Cc1ccccc1 (centres undefined)
14. Cc1nnc2sc(SCc3ccccc3)nn2c1=O
15. CC(=O)c1cccc(-c2ccnc3c2CC(C(=O)NCc2cccs2)O3)c1 (centres undefined)
16. CC1(C)CC2CN(Cc3ccccc3)S(=O)(=O)N2C1 (centres undefined)
17. Cc1ccc(-c2nc(C3CCCN(S(=O)(=O)c4ccc(C)c(C)c4)C3)no2)cc1 (centres undefined)
18. CNC(=O)CCc1nc(-c2ccc(C(C)C)cc2)no1
screen / no.	13	14	15	16	17	18
SR-BI HDL uptake	x	x	x	x	x	x
PvdQ acylase	x	x	x	x	x	x
NSD2 inh	3	0	-3	0	-2	-2
HTR5A ag	x	x	x	x	x	x
HTR5A inv ctr	x	x	x	x	x	x

19. COc1ccccc1C(=O)NC1CCCCN(Cc2ccc(Cl)cc2)C1=O (centres undefined)
20. Cc1ccc(S(=O)(=O)N2CCCC(C(=O)Nc3c(C)n(C)n(-c4ccccc4)c3=O)C2)cc1C (centres undefined)
21. CN(Cc1ccccc1)S(=O)(=O)c1cccc(C(=O)OCC2CCCCC2)c1
22. C=CCn1c(SCC(=O)Nc2ccccc2-c2ccccc2)nnc1-c1ccccc1
23. O=C(CN(CCc1ccccc1)S(=O)(=O)c1ccc(Cl)s1)N1CCOCC1
24. CC(C)(C)NC(=O)C(c1cccnc1)N(C(=O)c1cnc[nH]1)c1ccc(C(C)(C)C)cc1 (centres undefined)
screen / no.	19	20	21	22	23	24
SR-BI HDL uptake	x	x	x	x	x	x
PvdQ acylase	x	x	x	x	x	x
NSD2 inh	-1	0	-4	0	6	-2
HTR5A ag	x	x	x	x	x	x
HTR5A inv ctr	x	x	x	x	x	x

25. Cc1cc(NS(=O)(=O)c2ccc3c(c2)CCC(=O)N3)ccc1Cl
26. CCOC(=O)C(=O)N1CCC(C(=O)NC2CCCc3ccccc32)CC1 (centres undefined)
27. Cc1cc2nc(-c3ccc(SCC(=O)NC(C)C)nc3)[nH]c2cc1C
28. Cc1ccc(-n2c(SCC(=O)Nc3ccc(OCc4ccccc4)cc3)nnc2-c2ccccc2)cc1
29. Cc1nc2ccccc2c2c1C(=O)NC2=O
30. Brc1ccc(CSc2nnc(SCc3ccccc3)s2)cc1
screen / no.	25	26	27	28	29	30
SR-BI HDL uptake	x	x	x	x	x	x
PvdQ acylase	x	x	x	x	x	x
NSD2 inh	-3	4	0	-1	-4	8
HTR5A ag	x	x	x	x	x	x
HTR5A inv ctr	x	x	x	x	x	x

31. Cc1nc(N2CCCCC2C)c2nnn(Cc3ccccc3)c2n1 (centres undefined)
32. COc1ccc(-n2c(SCC(=O)Nc3ccccc3-c3ccccc3)nnc2-c2cccnc2)cc1
33. C=CCn1c(SCC(=O)O)nnc1-c1ccco1
34. CN(C(=O)C1CCN(c2cncnc2)CC1)C1CCCCC1
35. COC(=O)C1=C(C(=O)OC)[C@@]2([C@H](Cc3ccc(C)cc3)Nc3ccccc3)C=C[C@@H]1O2
36. CCC(=O)Nc1ccc(C(=O)CN2CCC(C)CC2)cc1
screen / no.	31	32	33	34	35	36
SR-BI HDL uptake	x	x	x	x	x	x
PvdQ acylase	x	x	x	x	x	x
NSD2 inh	-4	3	0	-2	-1	3
HTR5A ag	x	x	x	x	x	x
HTR5A inv ctr	x	x	x	x	x	x

37. CCOC(=O)c1[nH]c2ccc(OC)cc2c1NC(=O)C(C)N1CCC2(CC1)OCCO2 (centres undefined)
38. CCC(C(=O)Nc1cccc(C)n1)c1ccccc1 (centres undefined)
39. O=C(NCc1ccc(F)c(F)c1)C1C2C=CC3(CN(Cc4ccccc4)C(=O)C13)O2 (centres undefined)
40. CC(O)(c1cccc(F)c1)c1nc(-c2cncnc2)cs1 (centres undefined)
41. CCN(CC)CCN1C(=O)C(=O)/C(=C(/O)c2ccc(OCC(C)C)cc2)C1c1ccncc1 (centres undefined)
42. COP(=O)(O)C(COCCC(CC(C)C)NC(=O)OCc1ccccc1[N+](=O)[O-])NC(=O)OCc1ccccc1 (centres undefined)
screen / no.	37	38	39	40	41	42
SR-BI HDL uptake	x	x	x	x	x	x
PvdQ acylase	x	x	x	x	x	x
NSD2 inh	-3	0	-5	-3	1	-1
HTR5A ag	x	x	x	x	x	x
HTR5A inv ctr	x	x	x	x	x	x

43. COc1ccc(C(C)NC(=O)C2CCN(CCOc3ccc(Cl)cc3Cl)CC2)cc1OC (centres undefined)
44. CCN(C)C(=O)CN1C(=O)C2CCCCN2C(=O)c2ccccc21 (centres undefined)
45. COc1ccc(Oc2coc3cc(OCC(=O)N4CCCCC4)ccc3c2=O)cc1
46. CCC[C@H]1[C@@H](NC(=O)c2cccnc2)CC[C@@]23CCCN2C(=O)CCC[C@@H]13
47. O=C(Oc1ccc2ccc(O)cc2c1)c1ccccc1F
48. Cc1ccc(-n2c(COc3ccccc3)nnc2SCC(=O)Nc2ccc3c(c2)OCO3)cc1
screen / no.	43	44	45	46	47	48
SR-BI HDL uptake	x	x	x	x	x	x
PvdQ acylase	x	x	x	x	x	x
NSD2 inh	-2	-2	0	-2	2	2
HTR5A ag	x	x	x	x	x	x
HTR5A inv ctr	x	x	x	x	x	x

49. CC1(C(=O)NCc2ccccc2Br)CCN1Cc1ccc(-c2ccccc2)o1 (centres undefined)
50. Oc1ccc2ccccc2c1C=NN1CCN(Cc2ccc(Cl)cc2)CC1
51. C/C(=N/NC(=O)CSc1nnc(SCc2ccc(C)cc2)s1)c1cccc(O)c1
52. Cc1ccc(NC(=O)c2ccc(CS(=O)(=O)Cc3ccccc3C)o2)cc1C
53. CCN(C(=O)C1CCN(c2ncccn2)CC1)c1ccccc1
54. CCN(c1ccccc1)S(=O)(=O)c1cc(NC(=O)CSc2nccc(=O)[nH]2)ccc1Cl
screen / no.	49	50	51	52	53	54
SR-BI HDL uptake	x	x	x	x	x	x
PvdQ acylase	x	x	x	x	x	x
NSD2 inh	-1	1	-1	2	2	-2
HTR5A ag	x	x	x	x	x	x
HTR5A inv ctr	x	x	x	x	x	x

An excerpt from above in order of length of the SMILES, rising.
47. O=C(Oc1ccc2ccc(O)cc2c1)c1ccccc1F
53. CCN(C(=O)C1CCN(c2ncccn2)CC1)c1ccccc1
50. Oc1ccc2ccccc2c1C=NN1CCN(Cc2ccc(Cl)cc2)CC1
49. CC1(C(=O)NCc2ccccc2Br)CCN1Cc1ccc(-c2ccccc2)o1 (centres undefined)
45. COc1ccc(Oc2coc3cc(OCC(=O)N4CCCCC4)ccc3c2=O)cc1
51. C/C(=N/NC(=O)CSc1nnc(SCc2ccc(C)cc2)s1)c1cccc(O)c1
43. COc1ccc(C(C)NC(=O)C2CCN(CCOc3ccc(Cl)cc3Cl)CC2)cc1OC (centres undefined)
48. Cc1ccc(-n2c(COc3ccccc3)nnc2SCC(=O)Nc2ccc3c(c2)OCO3)cc1
screen / no.	47	53	50	49	45	51	43	48
SR-BI HDL uptake	x	x	x	x	x	x	x	x
PvdQ acylase	x	x	x	x	x	x	x	x
NSD2 inh	2	2	1	-1	0	-1	-2	2
HTR5A ag	x	x	x	x	x	x	x	x
HTR5A inv ctr	x	x	x	x	x	x	x	x

54. CCN(c1ccccc1)S(=O)(=O)c1cc(NC(=O)CSc2nccc(=O)[nH]2)ccc1Cl
46. CCC[C@H]1[C@@H](NC(=O)c2cccnc2)CC[C@@]23CCCN2C(=O)CCC[C@@H]13
42. COP(=O)(O)C(COCCC(CC(C)C)NC(=O)OCc1ccccc1[N+](=O)[O-])NC(=O)OCc1ccccc1 (centres undefined)
screen / no.	54	46	42
SR-BI HDL uptake	x	x	x
PvdQ acylase	x	x	x
NSD2 inh	-2	-2	-1
HTR5A ag	x	x	x
HTR5A inv ctr	x	x	x

The list continues:
55. O=[N+]([O-])c1ccccc1S(=O)(=O)N1CCC(c2cn3ccccc3n2)CC1
56. COc1ccccc1CNc1nc(NC(C)C)nc2ccsc12
57. COc1ccc(CSc2nnc(-c3cccc(C)c3)n2C)cc1
58. COc1ccc(-c2cc(-c3nnc(SCC(=O)Nc4cccc(Cl)c4C)n3N)[nH]n2)cc1
59. Cc1cc(-c2n[nH]c(=S)n2N=Cc2cccc(OCc3ccccc3)c2)n[nH]1
60. CCOc1ccc(-n2c(SCC(=O)Nc3ccccc3-c3ccccc3)nnc2-c2ccccc2)cc1
screen / no.	55	56	57	58	59	60
SR-BI HDL uptake	x	x	x	x	x	x
PvdQ acylase	x	x	x	x	x	x
NSD2 inh	10	1	1	1	63*	-1
HTR5A ag	x	x	x	x	x	x
HTR5A inv ctr	x	x	x	x	x	x

61. CCNC(=S)NNC(=O)CSc1nnc(-c2ccccc2)n1-c1ccc(Cl)cc1
62. Cc1n[nH]c(C)c1S(=O)(=O)NCCc1ccccc1
63. Cc1ccc(NC(=O)[C@H]2CC(=O)O[C@@H]2c2ccccc2)c(C)c1
64. C#Cc1cccc(Nc2ncnc3cc(OCCOC)c(OCCOC)cc23)c1
65. CCCC(=O)N1CCC(C(=O)NC2CCCc3ccccc32)CC1 (centres undefined)
66. C[C@H]1[C@@H](c2ccccc2)OC(O)([C@H](Cc2ccccc2)NC(=O)OC(C)(C)C)CN1C (some centres undefined)
screen / no.	61	62	63	64	65	66
SR-BI HDL uptake	x	x	x	x	x	x
PvdQ acylase	x	x	x	x	x	x
NSD2 inh	1	-2	13	5	-1	1
HTR5A ag	x	x	x	x	x	x
HTR5A inv ctr	x	x	x	x	x	x

67. CC1(C(=O)NS(=O)(=O)c2ccccc2C(F)(F)F)CCN1C(=O)CCC1CCCC1 (centres undefined)
68. Cc1cc(NCc2ccccc2)cc(=O)n1Cc1ccccc1
69. CCNC(=S)Nc1cccc([N+](=O)[O-])c1
70. O=C(CN1C(=O)NC2NC(=O)NC21)N/N=C/c1ccccc1F (centres undefined)
71. CCOc1ccc(-n2c(SCC(=O)Nc3ccc(S(=O)(=O)Nc4nccs4)cc3)nnc2-c2ccco2)cc1
72. O=C(OCC#CCSc1nnc(-c2cccc3ccccc23)o1)c1cc(F)c(F)c(F)c1
screen / no.	67	68	69	70	71	72
SR-BI HDL uptake	x	x	x	x	x	x
PvdQ acylase	x	x	x	x	x	x
NSD2 inh	-3	-11	0	-1	13	-4
HTR5A ag	x	x	x	x	x	x
HTR5A inv ctr	x	x	x	x	x	x

73. CCn1c(SCC(=O)NN=Cc2c(C)nn(-c3ccccc3)c2C)nnc1-c1ccc(OC)c(OC)c1
74. Fc1ccc(-c2n[nH]c(=S)n2N=Cc2ccc(OCc3ccccc3)cc2)cc1
75. Cn1c(COc2ccccc2)nnc1SCC(=O)Nc1ccccc1-c1ccccc1
76. Cc1cc(NC(=S)NC(=O)C2CCCC2)ccc1Br
77. O=C(C1CCCCC1)N1CC(=O)N2CCc3ccccc3C2C1 (centres undefined)
78. Cc1nc(C)c(C)nc1C
79. CC(NC(=O)c1ccc(N2CCNCC2)c([N+](=O)[O-])c1)C12CC3CC(CC(C3)C1)C2 (centres undefined)
80. COc1ccc2[nH]c3c(c2c1)CCN1C(=O)C(CC(=O)NC/C=C(\C)CCC=C(C)C)C[C@H](C(=O)N2CCCCC2)[C@@]31C (some centres undefined)
screen / no.	73	74	75	76	77	78	79	80
SR-BI HDL uptake	x	x	x	x	15	-20	-9	x
PvdQ acylase	x	x	x	x	8	3	-2	x
NSD2 inh	-2	0	7	-4	x	x	x	x
HTR5A ag	x	x	x	x	x	x	x	3
HTR5A inv ctr	x	x	x	x	x	x	x	-12
